RGS7-Gao: RGS7-Galphao binding modulators, primary screen, biochemical, multiplexed bead flow cytometry; binding response (% of control), % at 10 µM; Guanine nucleotide-binding protein G(o) subunit alpha (Homo sapiens), P09471; hit rate 0.35% among 220,000; actives lie on both sides; AID 1439, 2008; in the data active means binding response below about 49% or above about 150%; inconclusive means no clear call, values can overlap the other calls; inactive means in between;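 further: fluorescent Galphao held in activated GDP-AlF4 state binding bead-coupled RGS7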
Bim-Bcl-XL: inhibitors of Bim-Bcl-XL binding, primary screen, biochemical, multiplexed, bead flow cytometry, human Bcl-XL. Bim peptide-Bcl-XL binding, fluorescence. hit rate 0.04% among 190,000. inhibition, % at 10 µM
Target sequence (Q07817 whole entry, looked up): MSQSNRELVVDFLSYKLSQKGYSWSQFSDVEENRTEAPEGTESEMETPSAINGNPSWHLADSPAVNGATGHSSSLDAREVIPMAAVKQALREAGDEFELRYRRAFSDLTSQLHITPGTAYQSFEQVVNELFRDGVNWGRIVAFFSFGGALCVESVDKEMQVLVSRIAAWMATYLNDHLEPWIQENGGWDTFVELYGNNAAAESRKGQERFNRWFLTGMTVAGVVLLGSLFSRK
GSH bead fluor: compound fluorescence on glutathione beads, profiling panel, artefact control, biophysical, 488/530 nm, flow cytometry; GSH beads flow cytometry, compound fluorescence 488/530 nm; hits give high values; fluorescence (KMESF) at 10 µM; hit rate 0.25% among 190,000; AID 1776, 2009; in the data active means fluorescence above about 89;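 further: glutathione beads carrying GST-tagged Bcl family fusion proteins plus one bare bead set; values are compound well signal with DMSO vehicle wells as background; inactives centre near 16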
Bcl-2 Bim block: inhibitors of Bim-Bcl-2 binding, primary screen, biochemical, multiplexed, human Bcl-2 family; Apoptosis regulator Bcl-2 (Homo sapiens), P10415; inhibition, % at 10 µM; hit rate 0.06% among 190,000; Bead-based flow cytometry, Bim peptide-Bcl-2 binding; AID 950, 2007; in the data active means inhibition above about 40%; inconclusive means no clear call, values can overlap the other calls;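 further: 0% = no compound wells with probe peptide and 100% = reference peptide inhibitor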
Target sequence (P10415 whole entry, looked up): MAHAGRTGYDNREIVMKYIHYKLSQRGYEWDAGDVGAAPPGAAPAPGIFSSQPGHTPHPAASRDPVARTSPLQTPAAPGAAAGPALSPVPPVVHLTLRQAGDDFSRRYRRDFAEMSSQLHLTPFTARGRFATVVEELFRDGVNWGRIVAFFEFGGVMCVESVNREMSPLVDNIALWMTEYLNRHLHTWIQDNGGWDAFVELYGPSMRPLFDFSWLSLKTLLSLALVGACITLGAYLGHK
RGS8-Gao: RGS8-Galphao binding modulators, primary screen, biochemical, multiplexed bead flow cytometry; Guanine nucleotide-binding protein G(o) subunit alpha (Homo sapiens), P09471; actives lie on both sides; response (percent of control binding), % at 10 µM; hit rate 0.34% among 220,000; in the data active means response below about 60% or above about 140%; inactive means in between;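 further: Galphao activated as the GDP aluminium fluoride complex binding bead-coupled RGS8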
Bim-Bcl-W: inhibitors of Bim binding to Bcl-W, primary screen, biochemical, multiplexed, bead-based flow cytometry. Bcl-2-like protein 2 (Homo sapiens), Q92843. Bim peptide-Bcl-W binding. inhibition, % at 10 µM. hit rate 0.02% among 190,000;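 further: 0% = bound tracer without compound and 100% = peptide blocker; higher means less fluorescent Bim peptide bound to Bcl-W beads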
Target sequence (Q92843 whole entry, looked up): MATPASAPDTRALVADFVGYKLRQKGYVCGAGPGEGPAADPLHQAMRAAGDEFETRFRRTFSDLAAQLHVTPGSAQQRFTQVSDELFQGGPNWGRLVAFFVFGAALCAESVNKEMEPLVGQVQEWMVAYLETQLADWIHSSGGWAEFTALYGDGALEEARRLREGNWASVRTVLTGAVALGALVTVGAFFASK
RGS4-Gao reg: modulators of RGS4 binding to Galphao, primary screen, biochemical, multiplexed bead flow cytometry | Guanine nucleotide-binding protein G(o) subunit alpha (Homo sapiens), P09471 | actives lie on both sides | binding response (% of control), % at 10 µM | hit rate 0.33% among 220,000; in the data active means binding response below about 49% or above about 150%; inactive means in between;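 further: fluorescent Galphao activated with aluminum fluoride binding bead-coupled RGS4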
ABCG2 block: ABCG2 efflux pump inhibitors, primary screen, multiplex with ABCB1, IgMXP3 cells, flow cytometry | AID 1325, 2008 | JC-1 efflux | hit rate 0.1% among 190,000 | inhibition, % at 6.6 µM | Broad substrate specificity ATP-binding cassette transporter ABCG2 (Homo sapiens), Q9UNQ0;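 active means inhibition above 80%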;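 further: 0% = DMSO and 100% = nicardipine control wells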
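material = IgMXP3 (ABCG2) plus far-red-tagged CCRF-Adr (ABCB1) cells | amount = 3 million cells/mL, equal mix of both lines | also added = JC-1 transporter substrate | dosing = one concentration, 6.6 µM final | schedule = 10 min at 25 °C | measured by = flow cytometric JC-1 green MFI at 530 nm | read-out basis = percent efflux inhibition, scaled nicardipine 100% to DMSO 0%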
ABCB1 inh: ABCB1 efflux pump inhibitors, primary screen, cell-based, multiplex, flow cytometry, ABCG2 counter-screen. ATP-dependent translocase ABCB1 (Homo sapiens), P08183. hit rate 0.067% among 190,000. CCRF-Adr cells, JC-1 efflux. inhibition, % at 6.6 µM. AID 1326, 2008; in the data active means inhibition above about 40%;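 further: 0% = vehicle and 100% = reference inhibitor; higher value means more JC-1 retained so stronger ABCB1 efflux block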
Bim-Bfl-1: inhibitors of Bim binding to Bfl-1, primary screen, biochemical, multiplexed, bead-based flow cytometry; Bcl-2-related protein A1 (Homo sapiens), Q16548; Bim-Bfl-1 binding inhibition; inhibition, % at 10 µM; hit rate 0.12% among 190,000; AID 1008, 2008;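 further: 0% = wells without compound plus tracer and 100% = blocker peptide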
Bim-Bcl-B: inhibitors of Bim-Bcl-B binding, primary screen, biochemical, multiplexed, human Bcl-2 family. AID 951, 2007. inhibition, % at 10 µM. bead-based flow cytometry, Bim peptide-Bcl-B binding. Bcl-2-like protein 10 (Homo sapiens), Q9HD36. hit rate 0.073% among 190,000;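 further: 0% = tracer peptide without compound and 100% = reference inhibitor peptide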
Target sequence (Q9HD36 whole entry, looked up): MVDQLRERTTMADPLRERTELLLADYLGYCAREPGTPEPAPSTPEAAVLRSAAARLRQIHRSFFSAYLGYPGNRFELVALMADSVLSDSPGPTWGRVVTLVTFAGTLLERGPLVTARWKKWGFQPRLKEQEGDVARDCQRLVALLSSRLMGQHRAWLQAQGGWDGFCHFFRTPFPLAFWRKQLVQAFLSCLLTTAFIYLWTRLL
The depositor's hits bear a star; ? = inconclusive; · = no result given. Unless noted, no stated cut-off is given here; in the data, active means inhibition above about 40%.

SMILES	RGS7-Gao	Bim-Bcl-XL	GSH bead fluor	Bcl-2 Bim block	RGS8-Gao	Bim-Bcl-W	RGS4-Gao reg	ABCG2 block	ABCB1 inh	Bim-Bfl-1	Bim-Bcl-B
COCCNC(=O)/C(C#N)=C\c1ccc(CNS(=O)(=O)c2ccccc2)o1	98.1	-3.0	15	-9.0	101.4	-3.0	99.6	6.0	0.9	-7.0	-3.0
COc1ccc(-c2cc(N3CCCC3)n3ncnc3n2)cc1	97.8	3.0	39	-7.0	100.7	1.0	96.1	5.2	0.5	-9.0	-7.0
CCCCC(=O)NC1(C(F)(F)F)C(=O)Nc2c1c(=O)[nH]c(=O)n2Cc1ccco1 (configuration not stated)	101.2	-10.0	32	-10.0	102.0	-5.0	99.6	0.1	0.1	-13.0	-10.0
CC(C)Sc1oc(-c2ccco2)nc1S(=O)(=O)c1ccc(F)cc1	88.6	-6.0	28	-16.0	98.0	-7.0	90.6	-6.3	-0.3	-16.0	-21.0
COc1ccc(C(CNC(=O)/C=C/c2c(Cl)nc3ccccn23)N(C)C)cc1 (configuration not stated)	?	-1.0	25	-3.0	101.3	2.0	99.2	13.5	2.4	-4.0	-4.0
CC1CC(NC(=O)Cc2ccc(Br)cc2)CC(C)(C)C1 (configuration not stated)	101.5	-5.0	16	-2.0	98.7	-1.0	101.6	2.2	0.3	8.0	-4.0
CS(=O)(=O)N1CCn2c1nc1ccccc12	94.9	-6.0	11	-2.0	94.5	-2.0	92.8	4.9	0.1	2.0	0.0
Cc1ccc(C(=O)NC(=S)Nc2ccc(Oc3ccc(Cl)cc3)cc2)cc1	97.9	-13.0	25	-21.0	99.6	-2.0	97.5	7.6	0.8	-22.0	-10.0
Cc1ccc(/C=C/C(=O)CCC(=O)O)cc1	98.0	-1.0	14	-3.0	101.2	-1.0	100.3	3.5	2.1	5.0	2.0
COc1ccc(Cn2c(CCCO)nc3ccccc32)cc1OC	103.7	-4.0	26	-6.0	102.1	0.0	105.6	3.5	0.8	-9.0	-7.0
O=C(NC(=S)Nc1ccc2oc(-c3ccncc3)nc2c1)c1ccccc1F	?	-15.0	25	-3.0	100.9	-16.0	100.5	-0.2	-0.2	2.0	-8.0
COc1ccc(CNCCC(c2ccc(F)cc2)c2ccc(OC)cc2)cc1 (configuration not stated)	97.2	-5.0	4	-1.0	97.4	-1.0	97.2	12.1	2.1	1.0	-6.0

Individual results from the entries so far.
Under ABCB1 inh, Cc1ccc(C(=O)NC(=S)Nc2ccc(Oc3ccc(Cl)cc3)cc2)cc1 shows 0.8
Under Bim-Bcl-W, Cc1ccc(/C=C/C(=O)CCC(=O)O)cc1 shows -1.0
Under GSH bead fluor, COc1ccc(CNCCC(c2ccc(F)cc2)c2ccc(OC)cc2)cc1 (configuration not stated) shows 4

More structures.
SMILES	RGS7-Gao	Bim-Bcl-XL	GSH bead fluor	Bcl-2 Bim block	RGS8-Gao	Bim-Bcl-W	RGS4-Gao reg	ABCG2 block	ABCB1 inh	Bim-Bfl-1	Bim-Bcl-B
Cc1cc(C)c2ccc3c(C)c(C)n(C)c3c2n1	99.9	-2.0	12	-4.0	101.7	-1.0	100.4	1.8	0.8	-5.0	-3.0
COc1cc(OC)cc(C(=O)N2CCC(C(=O)Nc3ccc4c(c3)OCCO4)CC2)c1	98.0	-7.0	10	-4.0	101.2	-3.0	97.5	10.6	2.1	-3.0	-4.0
O=C(CSc1ncnc2c1cnn2CCc1ccccc1)Nc1cccc(C(F)(F)F)c1	99.3	0.0	23	0.0	96.0	0.0	94.3	3.6	0.5	0.0	1.0
CC(=O)/C(=N\Nc1ccc(C)cc1)Sc1nncn1C	100.0	-2.0	8	0.0	101.7	0.0	98.3	-4.8	-0.5	4.0	-22.0
O=C(N/N=C/c1cccnc1)c1[nH]ncc1Br	107.2	0.0	9	-1.0	109.2	0.0	106.8	-0.4	-0.2	1.0	0.0
CCOC(=O)CN1CCc2c(C)nc3c(-c4ccc(OC)c(OC)c4)cnn3c21	101.6	3.0	13	-1.0	103.4	0.0	102.0	9.9	1.8	-1.0	0.0
COc1ccccc1N=CC=C1OC(C)(C)C(C)(C)O1	97.4	0.0	14	1.0	95.2	-3.0	97.2	3.0	6.7	4.0	-2.0
CC(C)=C(NC(=O)c1ccccc1)C(=O)N1CCOCC1	101.4	-1.0	22	2.0	101.2	0.0	95.3	0.5	0.2	0.0	0.0
O=C(COC(=O)c1ccccc1Sc1ccc(C(F)(F)F)cc1[N+](=O)[O-])NC(=O)NC1CCCC1	98.9	-5.0	12	-5.0	99.7	-4.0	100.3	-0.8	8.6	-2.0	-4.0
Cc1ccc(C)c(N(C)C(=O)COc2cc(=O)n(C)c3ccccc23)c1	127.2	6.0	17	2.0	122.6	3.0	108.8	3.6	0.0	5.0	3.0
O=C(Nc1nnc(C2CC2)s1)C1CC(=O)N(c2ccc3c(c2)OCCO3)C1 (configuration not stated)	95.3	-23.0	24	-7.0	103.8	-20.0	95.0	0.0	0.2	-6.0	-26.0
CC(C)CNc1nnnc2c1sc1nc(N3CCOCC3)c3c(c12)CC(C)(C)SC3	105.8	-16.0	33	-10.0	104.0	0.0	104.4	3.7	4.2	-10.0	-13.0
CCCc1[nH]nc2c1C(c1ccc(OC)c(Cn3nnc4ccccc43)c1)C(C#N)=C(N)O2 (configuration not stated)	98.0	-3.0	10	-1.0	98.8	-3.0	95.5	5.4	0.5	2.0	-2.0
Cc1ccc([N+](=O)[O-])cc1NC(=O)Cc1ccc(F)cc1	·	-7.0	11	-4.0	·	-4.0	·	10.3	1.2	-5.0	-7.0
COc1ccc(NC(=S)N/N=C/c2cccn2Cc2ccccc2F)cc1	96.7	-2.0	19	-2.0	99.3	-2.0	99.4	8.2	0.5	-4.0	-3.0
CCOc1ccccc1NC(=O)/C=C/c1ccccc1[N+](=O)[O-]	96.1	0.0	9	0.0	87.2	2.0	96.7	·	·	-6.0	3.0
CCOC(=O)C(NC(=O)CC)(Nc1cc(C)on1)C(F)(F)F (configuration not stated)	98.6	-14.0	27	-15.0	102.0	-11.0	102.1	-3.1	0.2	-23.0	-10.0
CCC(=O)Nc1ccc(C(=O)N/N=C/c2ccc([N+](=O)[O-])cc2)cc1	95.0	-9.0	20	-9.0	98.8	-7.0	97.3	1.6	0.1	-18.0	-8.0
Cc1cc(N2CCOCC2)n2nc(C)c(-c3ccccc3)c2n1	91.5	3.0	14	2.0	100.9	2.0	89.1	2.9	0.3	1.0	0.0
C=CCNC(=O)/C=C/c1c(F)cccc1Cl	102.6	-5.0	12	-2.0	99.2	0.0	100.0	2.8	0.3	-7.0	-6.0
O=C(Cn1nc(-c2ccccc2Cl)ccc1=O)Nc1ccccc1-c1ccccc1	102.5	-1.0	10	-4.0	100.7	0.0	99.3	1.1	0.7	-3.0	-3.0
COC(=O)CN(c1ccccc1)S(=O)(=O)c1cc(Br)ccc1OC	98.1	-1.0	13	0.0	96.7	0.0	100.5	14.7	1.9	-6.0	-4.0
C/C(=N\O)C1(C)N(O)C(C)(C)C(c2ccco2)=[N+]1[O-] (configuration not stated)	95.7	-8.0	12	-6.0	101.3	-3.0	98.9	1.3	0.1	-7.0	-8.0
CS(=O)(=O)N(Cc1ccc(C(=O)Nc2ccccc2Sc2ccccc2)cc1)c1ccccc1	98.6	-17.0	35	-9.0	102.0	1.0	101.5	5.3	1.0	-11.0	-7.0
CC1CCN(CC(=O)N2CC(=O)Nc3ccccc32)CC1	102.4	-5.0	11	-2.0	100.2	-4.0	101.5	-1.9	0.2	-3.0	-4.0
Cn1cc(-c2nc3ccccc3[nH]2)c2ccccc21	100.2	-4.0	53	-1.0	101.4	-3.0	96.7	7.3	0.6	-4.0	-2.0
COc1ccc(C2SCC(=O)N2c2nc3ccccc3s2)cc1 (configuration not stated)	99.3	0.0	10	-2.0	100.0	0.0	101.0	-1.0	-0.4	-5.0	-3.0
Cc1cccc(C(C)C)c1NC(=O)C1CN(S(=O)(=O)c2ccccc2)CCN1S(=O)(=O)c1ccccc1 (configuration not stated)	97.4	-8.0	11	-5.0	99.1	-3.0	99.4	2.9	6.4	-5.0	-9.0
CCOc1ccc(NCC(=O)Nc2ccc(C)cc2C)cc1	93.0	-2.0	15	-2.0	98.7	-1.0	93.6	5.8	0.6	-3.0	-2.0
Cc1c(Cl)cnc(NC(=O)COC(=O)c2ccc(S(=O)(=O)NCc3ccco3)cc2)c1Cl	95.7	5.0	9	10.0	114.4	2.0	97.8	-0.2	-0.3	6.0	10.0
O=C(c1ccccc1)c1nc2ccccc2[nH]c1=O	94.3	-4.0	78	0.0	92.8	-2.0	95.1	6.6	1.8	-9.0	-4.0
COc1cc2ccc(=O)oc2c(O)c1OCC=C(C)C	80.0	-4.0	63	-4.0	89.0	0.0	83.7	4.8	0.3	-13.0	-8.0
CN1CCCC(OC(=O)/C(C#N)=C/c2ccccc2)C1 (configuration not stated)	?	-1.0	14	-1.0	98.4	-2.0	99.5	4.2	0.3	5.0	0.0
O=C(c1cnc2c(c1)COc1ccc(Cl)cc1-2)c1ccccc1O	100.8	0.0	15	-10.0	101.3	-1.0	99.0	1.4	-0.1	3.0	0.0
CN=C1c2ccccc2CN1c1cccc(C(=O)OC)c1	103.4	8.0	49	-5.0	100.0	4.0	100.4	3.2	0.3	-11.0	-3.0
Cc1ccccc1Nc1nc(N)nc(COC(=O)C(NC(=O)c2ccco2)C(C)C)n1 (configuration not stated)	100.9	0.0	22	0.0	100.7	1.0	98.8	1.0	0.4	0.0	3.0
COc1ccc(CN2C(=O)[C@@H]3C(c4ccc(F)cc4)=NO[C@@H]3C2=O)cc1	96.7	-3.0	10	-4.0	97.3	-4.0	96.4	1.0	0.0	-3.0	-5.0
COc1ccc(C(=O)Cc2cc(OC)c(OC)cc2C(=O)c2ccccc2F)cc1OC	104.9	-3.0	19	-1.0	102.5	-2.0	101.0	3.9	1.5	-2.0	-3.0
O=c1[nH]cnc2c1c(-c1ccccc1)cn2-c1ccc(F)cc1	96.3	3.0	9	-2.0	96.0	-1.0	90.0	20.6	0.8	-4.0	-3.0
CC(=O)c1ccc(NC(=O)c2cnsn2)cc1	95.3	-3.0	11	-1.0	100.9	0.0	98.8	2.1	0.2	-6.0	-1.0
